Fluorescein fluor – fluorescein region autofluorescence; max fluorescein-equivalent concentration, M; Compound autofluorescence, 480/540 nm, fluorescein-equivalent; active compounds read high; hit rate 0.91% among 59,000; in the data active = max fluorescein-equivalent concentration above about 10 nM; inconclusive = between about 1.1 nM and that limit
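Tris 100 mM pH 8.0; 15 min RT; CCD read, ex 480/em 540 nm. Output: fluorescein-equivalent concentration per compound concentration, from six-point dye series on each plate.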
FLuc inh – inhibitors of firefly luciferase. Potency, µM (highest dose often 57.1 µM), for inactives: top-dose activity change, negative = inhibition, actives largely listed as inhibitors. purified firefly luciferase, luminescence, 8 min. AID 411. P08659. hit rate 2.2% among 72,000; note: potency is the fitted concentration of half-maximal effect; % is set by controls: 0 for no effect and ±100 for the full control effect; nearly all actives have a fitted effect of over 40% in size
Target sequence (P08659 whole entry, looked up): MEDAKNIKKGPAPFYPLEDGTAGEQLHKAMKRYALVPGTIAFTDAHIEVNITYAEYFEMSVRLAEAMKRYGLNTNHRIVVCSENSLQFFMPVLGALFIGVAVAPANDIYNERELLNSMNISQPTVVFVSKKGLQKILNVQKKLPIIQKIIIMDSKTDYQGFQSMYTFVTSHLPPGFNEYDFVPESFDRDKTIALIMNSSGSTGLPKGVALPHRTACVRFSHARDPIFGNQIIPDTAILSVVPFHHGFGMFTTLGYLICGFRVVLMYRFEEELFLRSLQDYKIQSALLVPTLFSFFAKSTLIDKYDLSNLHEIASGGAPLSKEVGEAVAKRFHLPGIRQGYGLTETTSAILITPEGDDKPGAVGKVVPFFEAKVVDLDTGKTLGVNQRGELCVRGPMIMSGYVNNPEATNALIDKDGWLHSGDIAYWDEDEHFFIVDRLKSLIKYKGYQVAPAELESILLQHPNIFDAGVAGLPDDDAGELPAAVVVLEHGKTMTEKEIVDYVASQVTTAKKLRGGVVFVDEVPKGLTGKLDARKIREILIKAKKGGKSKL
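Here, luciferase activity is measured as luminescence following an 8 min room-temperature reaction at 10 uM ATP, pH 7.2. Every library sample is titrated.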
Epigenetic mod – epigenetic GFP locus derepression in mouse cells; Potency, µM (highest dose often 46.1 µM), inactives show at the highest dose GFP derepression (activation); AID 597; mouse C127i GFP locus derepression, cytometry, 30 h; hit rate 0.09% among 68,000; note: % of control where 0% means no effect
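Murine C127i mammary cells carrying a silenced, stably integrated CMV-driven GFP reporter were treated with compound for 30 hours at 37 C. After PBS washes, GFP-positive cells were counted by laser-scanning microplate cytometry.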
TexasRed autofl – Texas Red region autofluorescence; Compound fluorescence, Texas Red channel, 547/618 nm; active compounds read high; hit rate 0.06% among 59,000; AID 587; max dye-equivalent concentration, M; in the data active = max dye-equivalent concentration above about 10 nM; inconclusive = between about 1.1 nM and that limit
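Compound fluorescence was read after 15 min at room temperature in 100 mM Tris, pH 8.0, using 547 nm excitation and 618 nm emission across a concentration series. It was expressed as Texas Red dye-equivalent concentration from an on-plate standard curve.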
UbGFP stabilizer – proteasome inhibitors stabilizing ubiquitin-GFP reporter | Ubiquitin-GFP reporter cells, proteasome inhibition, GFP fluorescence; response scale: untreated = 0%, 10 µM MG-132 = 100% | Potency, µM (highest dose often 45.9 µM), for the others: at the highest dose activation (GFP accumulation), usual class: activators | 67,000 tested, under 10 active | AID 526; active = well fitted activation curve with a large enough effect, not every such curve was filed as active; inconclusive = small, poorly fitted or top-dose-only effect, or another doubt; inactive = no such curve, though single readings can be large or run the other way; note: potency is the fitted concentration of half-maximal effect
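GFP accumulation read-out: laser plate cytometry counting ubiquitin(G76V)-GFP-expressing U2OS cells after 4 hr compound exposure at 37 °C. Titrations spanned 46 uM to 2.9 nM; 0% = basal, 100% = 10 uM MG-132; concentration-response curves fitted.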
Hsp90 Hop PPI – changes Hsp90-Hop TPR2A binding signal, up or down. AlphaScreen TPR2A-His6 binding biotin-Hsp90 C-terminal peptide. Potency, µM (doses to about 57 µM), without a hit: top-dose activity change, negative = inhibition. hit rate 0.44% among 71,000; active = well fitted curve in either direction with a large enough effect; inconclusive = small, poorly fitted or top-dose-only effect, or another doubt; note: potency is the fitted concentration of half-maximal effect; % is set by controls: 0 for no effect and ±100 for the full control effect; many of its hits are not listed in these tables
4MU fluor – 4-MU region autofluorescence; compound autofluorescence, 340/450 nm, 4-MU equivalents; active compounds read high; max dye-equivalent concentration, M; hit rate 11% among 59,000; in the data active = max dye-equivalent concentration above about 10 nM; inconclusive = mostly about 1.1 nM to 9.6 nM
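Compounds in 100 mM Tris, pH 8.0, sat 15 min at room temperature before fluorescence was read at 340 nm excitation/450 nm emission; a per-plate six-point 4-MU standard curve converted signals to dye-equivalent concentration at each compound concentration.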
CRE Fsk mod – modulators of forskolin-stimulated CRE signaling in CHO cells | CHO CRE-bla reporter (cAMP response element driving beta-lactamase), forskolin EC10, beta-lactamase ratio | Potency, µM (highest dose often 38.2 µM), for inactives: at the top dose activity change, negative = inhibition, actives largely listed as activators | hit rate 2.5% among 71,000 | AID 662; active = well fitted activation curve with a large enough effect in the signal ratio, with a control signal flat, not every such curve was filed as active; inconclusive = small, poorly fitted or top-dose-only effect, or effect the other way, or a change in a side signal; the % refers to the signal ratio; note: potency is the fitted concentration of half-maximal effect; % of control where 0% means no effect
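Beta-lactamase reporter under a cAMP responsive element in CHO cells; compounds tested in titration series against EC10 NKH 477, 3 h at 37 °C. Read-out: CCF4 FRET ratio 460nm/530nm (excitation 405nm) giving %Activity, fitted to AC50.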
ERK AVP inh – vasopressin-driven ERK pathway inhibition. HEK293-V1b, vasopressin-stimulated pERK AlphaScreen. Potency, µM (top dose mostly 57.5 µM), inactives show at the highest dose activity, negative = inhibition, hits mostly inhibitors. hit rate 0.99% among 72,000. AID 995; note: potency is the fitted concentration of half-maximal effect; % is set by controls: 0 for no effect and ±100 for the full control effect; nearly all actives have a fitted effect of over 55% in size
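qHTS, compounds titrated on V1b-expressing HEK293 cells. Preincubation 30 min at 37C, vasopressin 25 nM for 5 min, lysis 10 min, bead incubation 5 hr at room temperature.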
A350 fluor – compounds fluorescent in Alexa 350 spectral region | Compound autofluorescence, 340/450 nm, Alexa 350 dye-equivalents; active compounds read high | AID 590 | hit rate 11% among 59,000 | max dye-equivalent concentration, M; in the data active = max dye-equivalent concentration above about 10 nM; inconclusive = mostly about 1.1 nM to 9.6 nM
HBB splice mod – modulators of hemoglobin beta chain splicing; HBB splicing reporter cell assay, activation; EGFP reporter with mutant IVS2-654 intron; response scale: normalised to 500 nM splice-correcting PNA; Potency, µM (series often up to 46.1 µM), for inactives: at the top dose activation, usual class: activators; hit rate 0.06% among 65,000; AID 925; note: potency is the fitted concentration of half-maximal effect; 0% is about no effect
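Compounds were applied for 2 days to HeLa EGFP-654 cells, 500/well in Optimem with 2% FCS. The reporter's EGFP is disrupted by mis-splicing of beta-globin intron IVS2-654. Readout: summed well GFP fluorescence from 488 nm laser scanning; reference was 500 nM antisense […] 654 PNA.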
An asterisk follows results filed as active; i = inactive; ? = inconclusive; nt = not tested or not shown; [ ] = dose if it differs, or a comment. Unless noted, calls come from the whole dose curve; as a rule, active = well fitted curve in the direction sought with a large enough effect; inconclusive = small, poorly fitted or top-dose-only effect, or another doubt; inactive = no such curve, though single readings can be large; an effect the other way counts as inactive or inconclusive. The list is partial, so the mix of outcomes need not match the whole.

SMILES | Fluorescein fluor | FLuc inh | Epigenetic mod | TexasRed autofl | UbGFP stabilizer | Hsp90 Hop PPI | 4MU fluor | CRE Fsk mod | ERK AVP inh | A350 fluor | HBB splice mod
Cc1cc(-n2c(SCCC#N)nnc2-c2cccnc2)ccc1Cl | ? | -2% | 0% | ? | -3% | -4% | i | 8% | -9% | i | 0.3%
C=CCn1c(SCc2cc(=O)n3ccsc3n2)nnc1C1CCCCC1 | ? | 5% | 0% | i | -2% | -4% | i | 2% | -12% | i | 1.2%[57.5 µM]
CCc1nnc(NC(=O)C(C)Sc2ccccc2)s1 (stereo unspecified) | nt | -1% | nt | nt | 0% | 0% | nt | -4% | nt | nt | -0.2%
O=C(O)CCCC(=O)Nc1nc(-c2ccc(F)cc2)cs1 | ? | -5% | 4% | i | 6% | 0% | i | ? | ? | i | -2.4%
COC(=O)c1cccc(NC(=O)Cn2nnc3ccccc32)c1 | i | -29% | -4% | i | -2% | 1% | i | 3% | 9% | i | 0.8%
CN(C)S(=O)(=O)N1CCN(C(=O)N(c2ccccc2)c2ccccc2)CC1 | ? | 1% | 0% | i | 0% | -3% | i | -3% | 4% | i | -0.6%
COc1ccc2c(c1)CCc1c(C(=O)N3CCCC3)noc1-2 | i | ? | -1% | i | 10% | 3% | i | ? | 28% | i | -3.2%
Cc1ccc(Oc2nsnc2N2CCOCC2)cc1 | i | 0% | 4% | i | -5% | -9% | i | 10% | ? | i | nt
COCc1c(C(N)=O)nnn1-c1nonc1N | i | 3% | -3% | i | 7% | 0% | i | -18% | 10% | i | -1.8%
CCn1c(SCC(=O)Nc2ccccc2-c2ccccc2)nnc1-c1ccoc1C | i | 3% | -2% | i | -9% | -3% | i | -4% | 3% | i | nt
CNc1ncnc2c1ncn2[C@H]1C[C@@H](OP(=O)(O)O)[C@H](COP(=O)(O)O)O1 | ? | 2% | 0% | i | -5% | -18% | i | -3% | 3% | i | -0.2%
CCNC(=O)COC(=O)c1ccc(S(=O)(=O)N2CCCCCC2)cc1 | i | -7% | -3% | i | -1% | 1% | i | -1% | -10% | i | 0.2%[57.5 µM]
Cc1cc(C)n(-c2nc3ccccc3c(=O)n2OCCOc2ccccc2)n1 | i | -1% | 3% | i | -3% | 5% | i | 7% | 3% | i | 3.7%[57.5 µM]
O=c1oc2c(CN3CCCCCC3)c(O)ccc2cc1-c1nc2ccccc2[nH]1 | 3e-06M* | -7% | 0% | i | -4% | 5% | 1.9e-06M* | ? | 5% | 2.8e-06M* | ?
CN1CCN(c2ncc3nc(-c4ccccc4)c(=O)n(Cc4cccs4)c3n2)CC1 | ? | -2%[11.4 µM] | 0%[9.22 µM] | i | 0% | -1% | i | ? | 4% | ? | 0.2%
COc1cc(CNC(=O)OCC(C)C)cc(OC)c1OC | nt | 1% | -2% | nt | 6% | 1% | nt | 11% | 25% | nt | -0.5%[9.22 µM]
CS(=O)(=O)N1CCCC(C(=O)NCCc2ccccc2)C1 (stereo unspecified) | i | -1% | 4% | i | -1% | 1% | i | -1% | 11% | ? | -0.3%
CCOc1ccc(S(=O)(=O)Nc2cccc(Cl)c2)cc1 | i | 0% | -3% | i | -4% | 8% | i | -4% | -9% | i | -0.5%
CCCCCCn1c(CN2CCCCC2C)nc2c1c(=O)n(C)c(=O)n2C (stereo unspecified) | i | 2% | 0% | i | -2% | -3% | i | 4% | 3% | i | -0.5%
c1ccc(-c2nn3c(Cn4cnc5ccccc54)nnc3s2)cc1 | ? | -2% | 0% | i | -6% | -6% | i | 16% | ? | ? | 1.5%
CC(C)OC(=O)C1C2C=CC3(CN(C(C)c4ccc(Br)cc4)C(=O)C13)O2 (stereo unspecified) | nt | 1% | nt | nt | 5% | 1% | nt | -6% | nt | nt | -0.4%
CC(C)Cc1cc(C(=O)Nc2c(F)cc(F)cc2Br)no1 | nt | -5% | nt | nt | -11% | -2%[2.3 µM] | nt | -5% | 2% | nt | 1.1%
COc1cc(-c2nn3c(-c4ccccc4)nnc3s2)cc(OC)c1OC | i | -3% | -2% | i | -4% | -4% | i | 4µM* | -22% | i | 1.0%[1.84 µM]
CC(C)OC(=O)CSc1nnc(-c2cccnc2)n1N | i | 1% | -2% | ? | 12% | -3% | i | -3% | -2% | i | -1.4%[1.84 µM]
Cc1ccc(NS(=O)(=O)c2cc(C(=O)O)ccc2Cl)c(C)c1 | i | 2% | -2% | ? | 3% | 2% | i | -7% | 0% | i | -0.5%
C=CCOC(=O)c1sc(N2C(=O)c3oc4ccccc4c(=O)c3C2c2ccco2)nc1C (stereo unspecified) | nt | -8% | 5% | nt | 8% | -3% | nt | 7% | -1% | nt | -0.3%
CC(C)(C)Nc1ncnc2c1cnn2-c1ccccc1 | nt | 5µM* | nt | nt | -4% | 5% | nt | 7% | nt | nt | -0.4%
CCOc1ccc(-n2c(Cc3cc(=O)[nH]c(=O)[nH]3)nnc2SCC(=O)OC)cc1 | nt | 3% | nt | nt | -14% | -1%[2.3 µM] | nt | 0% | -5% | nt | 1.3%
C[C@]12CC[C@@H]3c4ccc(O)cc4CC[C@H]3[C@@H]1CC[C@@H]2OC(=O)CCC(=O)O | ? | -2%[25.5 µM] | -4%[20.6 µM] | i | nt | nt | i | nt | nt | i | nt
C=CCn1c(SCC(=O)OC)nc2sc3c(c2c1=O)CCN(C)C3 | ? | 0%[25.5 µM] | 3%[20.6 µM] | i | nt | nt | 5.1e-08M* | nt | nt | 6.2e-08M* | nt
O=C(c1cccc(F)c1)N1CCC2(CCCN(c3ccc(-c4ccccc4)cc3)C2)CC1 | i | -1%[11.4 µM] | 0%[9.22 µM] | i | 0% | -16% | i | 2% | -22% | i | 0.4%
COc1ccc(C2CC(=O)C3=C(C2)Nc2ccccc2N(C(=O)C2CC2)C3c2cccnc2)cc1OC (stereo unspecified) | i | -4% | -3% | i | 1% | -13% | i | -7% | 4% | i | -0.7%
CCCCC(=O)O[C@H]1CC[C@H]2[C@@H]3CCc4cc(O)ccc4[C@H]3CC[C@]12C | ? | 1%[25.5 µM] | 4%[20.6 µM] | i | nt | nt | i | nt | nt | i | nt
C=CCn1c(N)c(C(=O)OC(C)CC)c2nc3ccccc3nc21 (stereo unspecified) | i | -3% | 2% | i | nt | 15% | 6.6e-06M* | 13µM* | -19% | 9.4e-06M* | -2.6%[0.369 µM]
Cc1cc(C)cc(NCC(=O)Nc2c(C)cccc2C)c1 | ? | 1% | 2% | i | -3% | -7% | i | -9% | -19% | ? | -0.1%
CSc1cccc(NS(=O)(=O)c2ccc3c(c2)oc(=O)n3C)c1 | nt | 0% | nt | nt | -1% | -1% | nt | 3% | nt | nt | -0.8%
O=[n+]1c2c(n([O-])c3c1CCCC3)CCCC2 | nt | -14% | 2% | nt | -20%[9.17 µM] | -8%[11 µM] | nt | ? | -5% | nt | -2.3%[0.0738 µM]
O=C(CSCc1ccccc1)N1CCN(C(=O)c2ccco2)CC1 | i | 2% | 3% | i | 4% | -2% | i | 2% | -21% | i | 0.3%
COc1ccc(-n2nnnc2-c2cccc(OC)c2)cc1 | i | -2% | 0% | i | -6% | 0% | i | ? | 19% | i | nt
CC(Sc1n[nH]c(=O)[nH]c1=O)C(=O)OCc1ccccc1 (stereo unspecified) | nt | -1% | -2% | nt | -7% | 1% | nt | -8% | 9% | nt | -0.4%[9.22 µM]
Cc1ccc(S(=O)(=O)NCc2csc(C)n2)c(C)c1 | i | 2% | 0% | i | 4% | -1% | i | -1% | 0% | i | 1.6%
O=C(Oc1ccccc1C(=O)N1CCOCC1)c1cccc(Br)c1 | i | -8% | 0% | i | -3% | -1% | i | -2% | -12% | i | 3.3%

Rewritten with two lines to a compound: entries from further up
The line under a structure holds: Fluorescein fluor	FLuc inh	Epigenetic mod	TexasRed autofl	UbGFP stabilizer	Hsp90 Hop PPI	4MU fluor	CRE Fsk mod	ERK AVP inh	A350 fluor	HBB splice mod
CSc1cccc(NS(=O)(=O)c2ccc3c(c2)oc(=O)n3C)c1
    nt	0%	nt	nt	-1%	-1%	nt	3%	nt	nt	-0.8%
C=CCn1c(N)c(C(=O)OC(C)CC)c2nc3ccccc3nc21 (stereo unspecified)
    i	-3%	2%	i	nt	15%	6.6e-06M*	13µM*	-19%	9.4e-06M*	-2.6%[0.369 µM]
O=C(c1cccc(F)c1)N1CCC2(CCCN(c3ccc(-c4ccccc4)cc3)C2)CC1
    i	-1%[11.4 µM]	0%[9.22 µM]	i	0%	-16%	i	2%	-22%	i	0.4%
C=CCn1c(SCC(=O)OC)nc2sc3c(c2c1=O)CCN(C)C3
    ?	0%[25.5 µM]	3%[20.6 µM]	i	nt	nt	5.1e-08M*	nt	nt	6.2e-08M*	nt

Screening data deposited in PubChem BioAssay by National Center for Advancing Translational Sciences (NCATS).
